Compound activity as filed in PubChem.
GSK3A inh – blocks human GSK-3 alpha kinase; inhibition, % at 10 µM; ADP-Glo luminescence, 60 min; actives 0.1% (n = 320,000); P49840;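 in the data active = inhibition above about 50%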;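 note: GST-tagged GSK-3 alpha with peptide substrate and 25 µM ATP; 0% = DMSO neutral wells and 100% = GW8510 positive control wells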
Target sequence (P49840 whole entry, looked up): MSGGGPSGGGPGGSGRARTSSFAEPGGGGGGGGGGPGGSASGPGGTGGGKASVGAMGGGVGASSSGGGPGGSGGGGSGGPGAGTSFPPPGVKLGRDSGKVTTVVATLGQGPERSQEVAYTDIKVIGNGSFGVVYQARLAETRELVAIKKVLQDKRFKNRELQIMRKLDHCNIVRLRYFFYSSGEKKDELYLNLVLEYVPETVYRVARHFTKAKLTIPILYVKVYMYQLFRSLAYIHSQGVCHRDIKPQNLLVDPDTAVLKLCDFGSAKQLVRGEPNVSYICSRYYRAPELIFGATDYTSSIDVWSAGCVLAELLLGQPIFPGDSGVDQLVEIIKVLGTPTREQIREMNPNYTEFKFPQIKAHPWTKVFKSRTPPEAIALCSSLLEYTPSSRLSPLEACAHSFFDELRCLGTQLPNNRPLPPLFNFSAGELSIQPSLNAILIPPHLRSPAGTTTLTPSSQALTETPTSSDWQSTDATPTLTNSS
KCNK3 inh – human KCNK3 channel inhibition, primary screen. actives 0.84% (n = 340,000). B-score at 10 µM. CHO-KCNK3 thallium flux, FluxOR fluorescence; hits give low values. AID 602410. O14649;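 active = B-score under library mean minus 4 SD, starting fluorescence ratio at most library mean plus 5 SD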;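 note: more negative B-score means stronger inhibition of thallium flux through KCNK3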
Target sequence (O14649 whole entry, looked up): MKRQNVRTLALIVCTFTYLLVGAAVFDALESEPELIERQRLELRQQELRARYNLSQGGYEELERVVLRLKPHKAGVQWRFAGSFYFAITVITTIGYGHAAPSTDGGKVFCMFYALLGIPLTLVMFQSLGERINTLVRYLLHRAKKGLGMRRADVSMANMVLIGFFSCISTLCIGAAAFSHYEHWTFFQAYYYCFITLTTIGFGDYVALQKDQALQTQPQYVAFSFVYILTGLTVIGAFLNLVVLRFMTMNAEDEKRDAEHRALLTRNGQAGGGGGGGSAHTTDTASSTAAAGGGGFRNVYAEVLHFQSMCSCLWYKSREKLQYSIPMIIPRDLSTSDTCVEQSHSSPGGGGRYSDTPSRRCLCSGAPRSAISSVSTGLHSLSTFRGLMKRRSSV
Starred values were filed as active, the others as inactive; i = inactive. This is a subset; the hit share may differ from the screen's.

| Structure | KCNK3 inh | GSK3A inh |
| --- | --- | --- |
| CCCCn1c(N)c(N(CC)C(=O)c2c(C)noc2C)c(=O)[nH]c1=O | i | -7 |
| COc1ccc(-n2ccnc2SCC(=O)NC2CCCC2)cc1 | i | 0 |
| CNc1ccccc1 | i | 0 |
| CCC(C)(C)C(=O)O | i | -3 |
| CCCN(CC(=O)Nc1ccccc1OC)C(=O)c1ccc(S(=O)(=O)NCc2ccco2)cc1 | i | -3 |
| CCOc1ccc(NS(=O)(=O)c2ccc(C(=O)NCC(c3ccco3)N3CCCC3)cc2)cc1 (stereo not given) | i | 2 |
| Cc1nn(-c2ccccc2)c(C)c1C(=O)OC(C)C(=O)NC1CCCCC1 (stereo not given) | i | -7 |
| Cc1ccc(S(=O)(=O)N2CCN(S(=O)(=O)c3c(C)n[nH]c3C)CC2)cc1C | i | 2 |
| CCc1sc(C(=O)N2CCN(CC(=O)Nc3cccc(F)c3)CC2)cc1C | i | -4 |
| CCc1ccc(N2CC(C(=O)NCC(C)(C)N3CCOCC3)CC2=O)cc1 (stereo not given) | i | -1 |
| Cc1cc(C)n2nc(C(=O)OCC(=O)NNC(=O)c3ccccc3)nc2n1 | i | -2 |
| COc1ccc(Cl)cc1NC(=O)CN(C)C(=O)Cc1ccc(-c2ccccc2)cc1 | i | -4 |
| CC(C)(Oc1ccc(F)cc1)C(=O)OCC(=O)c1ccc(S(C)(=O)=O)cc1 | i | -5 |
| O=C(CN1CCN(S(=O)(=O)c2ccc(Br)s2)CC1)N1CCCCC1 | i | -6 |
| O=C(COC(=O)c1ccccc1OCc1ccccc1Cl)NCC1CCCO1 (stereo not given) | i | -1 |
| CSCCC(NC(=O)c1cccc(S(=O)(=O)N2CCOCC2)c1)c1nc2ccccc2[nH]1 (stereo not given) | i | 0 |
| CC1CCCN(C(=O)CN(c2ccccc2)S(=O)(=O)c2ccc(F)cc2)C1 (stereo not given) | i | -1 |
| CC(OC(=O)c1ccc2c(c1)NC(=O)CS2)C(=O)c1ccc(F)cc1 (stereo not given) | i | -4 |
| NS(=O)(=O)c1ccc(CCNC(=O)CN2C(=O)NC(c3ccccc3)(c3ccccc3)C2=O)cc1 | i | 0 |
| CCSc1nc2cc(S(=O)(=O)N3CCOCC3)ccc2o1 | i | -1 |

A different layout for part of the listing above:
Order of results: KCNK3 inh | GSK3A inh
Cc1cc(C)n2nc(C(=O)OCC(=O)NNC(=O)c3ccccc3)nc2n1
    i | -2
COc1ccc(Cl)cc1NC(=O)CN(C)C(=O)Cc1ccc(-c2ccccc2)cc1
    i | -4
CC(C)(Oc1ccc(F)cc1)C(=O)OCC(=O)c1ccc(S(C)(=O)=O)cc1
    i | -5
O=C(CN1CCN(S(=O)(=O)c2ccc(Br)s2)CC1)N1CCCCC1
    i | -6

(next part)
| Structure | KCNK3 inh | GSK3A inh |
| --- | --- | --- |
| COc1ccc(OC)c(CC(=O)Nc2cc(S(=O)(=O)N3CCCCC3)ccc2C)c1 | i | -2 |
| NC(=O)N(N)c1nc(N2CCCC2)nc(N2CCCC2)n1 | i | 1 |
| COc1ccc(CCNC(=O)COC(=O)c2cc(Cl)nc(Cl)c2)cc1 | i | -2 |
| CNC(=O)[C@@H]1CCC(=O)N1 | i | 22 |
| Cc1ccc(OCC(=O)NN=C2C3CC4CC(C3)CC2C4)cc1 | i | -1 |
| O=C(CCc1nc(-c2ccc(Cl)cc2)no1)NCc1ccccc1CN1CCOCC1 | i | -1 |
| COc1ccccc1OCC(=O)Nc1ccc(N2CCOCC2)cc1N1CCOCC1 | i | -2 |
| Cc1cccc(CN2CCN(C(=O)CN(C)C(C)C(=O)Nc3ccc(C(N)=O)cc3)CC2)c1 (stereo not given) | i | -1 |
| COc1ccccc1C(CNC(=O)C1COc2ccccc2O1)N1CCCC1 (stereo not given) | i | 1 |
| Cc1cc(C)c(S(=O)(=O)N2CCC(C(=O)OCc3c(C)noc3C)CC2)c(C)c1 | i | 5 |
| CCN(c1ccccc1)S(=O)(=O)c1cccc(C(=O)NCC2(N(C)C)CCCCC2)c1 | i | 1 |
| CCCCC[C@@H]1C=C(C(=O)O)[C@H](c2ccc(OC)c(OC)c2)N1S(=O)(=O)c1ccc(C)cc1 | i | -5 |
| CCc1ccccc1-n1c(SCC(=O)c2c(N)n(C3CC3)c(=O)[nH]c2=O)nnc1N1CCOCC1 | i | -7 |
| COCC(=O)Nc1ccc(N2CCOCC2)c(S(=O)(=O)Nc2ccc(OC)cc2)c1 | i | -2 |
| O=C(Nc1ccc2[nH]c(=O)[nH]c2c1)c1ccc([N+](=O)[O-])o1 | i | -8 |
| CN(CC(=O)Nc1cccc(F)c1)C(=O)c1ccc2c(c1)NC(=O)CS2 | i | 2 |
| COc1cc(NC(=O)CNc2ccc(Cl)c(S(=O)(=O)N3CCOCC3)c2)cc(OC)c1 | i | -5 |
| Cc1cc(OCC(=O)NNC(=O)c2cccc(F)c2)ccc1Cl | i | -3 |
| N#Cc1ccccc1S(=O)(=O)N1CCN(CC(=O)Nc2ccccc2C(=O)NC2CC2)CC1 | i | 16 |
| CCN(CC(=O)Nc1ccc(N2CCOCC2)cc1)C(=O)Cc1ccccc1 | i | 21 |
| CN(CC(=O)NC(=O)NCc1ccccc1)CC(=O)Nc1ccc(Cl)c(Cl)c1 | i | -3 |
| COc1cc(OC)cc(C(=O)NCC(=O)N2CCN(Cc3ccccc3)CC2)c1 | i | -2 |
| CCOc1ccccc1C(=O)NCC(=O)NCc1ccc(S(=O)(=O)N2CCOCC2)cc1 | i | -6 |
| O=C(CSc1ccccc1)OCC(=O)N1CCN(C(=O)c2ccco2)CC1 | i | 0 |
| CCOc1ccc(NC(=O)COc2ccc(C(=O)NCc3cccc(OC)c3)cc2OC)cc1 | i | -1 |
| COc1ccc(C(=O)NNC(=O)Cc2coc3cc(OC)ccc23)cc1 | i | 0 |
| CN(c1ccccc1)S(=O)(=O)c1cc(C(=O)NCCCn2ccnc2)ccc1Cl | i | 0 |
| Cc1cc(C)cc(C(=O)NCC(=O)N2CCC(C(N)=O)CC2)c1 | i | 0 |
| Cc1cc(CC(=O)O)n(C)c1C(=O)c1ccc(Cl)cc1 | i | -3 |
| CN(C)c1cccc(C(=O)OCC(=O)NC(=O)NCc2ccccc2)c1 | i | -8 |

Quoted from the listing.
In GSK3A inh, `COc1ccc(C(=O)NNC(=O)Cc2coc3cc(OC)ccc23)cc1` is listed with 0
In GSK3A inh, `Cc1cc(CC(=O)O)n(C)c1C(=O)c1ccc(Cl)cc1` is listed with -3
In GSK3A inh, `COc1cc(OC)cc(C(=O)NCC(=O)N2CCN(Cc3ccccc3)CC2)c1` is listed with -2
In GSK3A inh, `O=C(CSc1ccccc1)OCC(=O)N1CCN(C(=O)c2ccco2)CC1` is listed with 0
In GSK3A inh, `CN(CC(=O)NC(=O)NCc1ccccc1)CC(=O)Nc1ccc(Cl)c(Cl)c1` is listed with -3
In GSK3A inh, `CN(C)c1cccc(C(=O)OCC(=O)NC(=O)NCc2ccccc2)c1` is listed with -8

Later entries
| Structure | KCNK3 inh | GSK3A inh |
| --- | --- | --- |
| O=C1CCc2cc(S(=O)(=O)Nc3ccc(F)cc3)ccc2N1 | i | -3 |
| O=C(COc1ccc(-n2cnnn2)cc1)Nc1ccc(F)cc1 | i | -1 |
| Cc1ccc(S(=O)(=O)NCC(=O)OCC(=O)Nc2cccc(S(=O)(=O)N3CCOCC3)c2)cc1 | i | -7 |
| O=C(COC(=O)COc1ccc2c(c1)CCC2)Nc1ccccc1C(F)(F)F | i | -2 |
| O=C(CCC1CCCCC1)NC1CCCCC1 | i | -4 |
| CCOc1ccccc1/C=C/C(=O)N1CCN(C(=O)c2ccco2)CC1 | i | 1 |
| COc1ccc(S(=O)(=O)Nc2ccc(-n3cnnn3)cc2)cc1[N+](=O)[O-] | i | 1 |
| COc1ccc(OC)c(NC(=O)COC(=O)CCCN=C2NS(=O)(=O)c3ccccc32)c1 | i | -5 |
| CC1CCCN(C(=O)COC(=O)c2cc(Br)ccc2O)C1 (stereo not given) | i | -2 |
| O=C(CN(Cc1ccco1)C(=O)c1ccc([N+](=O)[O-])cc1)Nc1ccccc1C(F)(F)F | i | -2 |
| CCN(CC)c1ccc(S(=O)(=O)N2CCOCC2)cc1NC(=O)CSc1nncn1C | i | 15 |
| C/C(=N\NC(=O)c1cccc(S(=O)(=O)N2CCOCC2)c1)c1ccc(C)cc1 | i | -3 |
| Cc1ccc(C)c(CNc2ccc(S(=O)(=O)N3CCCCC3)cc2)c1 | i | 1 |
| CN(CC(=O)Nc1ccc(Cl)c(C(F)(F)F)c1)C(=O)CCC(=O)c1ccccc1 | i | -1 |
| O=C(COC(=O)c1c(F)cccc1F)NCc1cccs1 | i | 2 |
| C#CCOCCOCCOCCNc1nc(N2CCN(C(=O)Cn3cc(CCCCN)nn3)CC2)nc(N2CCN(C(=O)[C@H](CCCCN)n3cc(CCCC)nn3)CC2)n1 | i | 1 |
| COC(=O)[C@]1(C)CCC[C@@]2(C)C3CC[C@@]4(C)C[C@]3(CCC21)CC(=O)N4C (stereo not given in full) | i | 19 |
| CCCCC(CC)COP(=O)(OCC(CC)CCCC)OCC(CC)CCCC (stereo not given) | i | 0 |
| Cc1cc(C(=O)CN2C(=O)NC(CC(C)C)C2=O)c(C)n1C1CC1 (stereo not given) | i | -1 |
| CCN(C(=O)CN1C(=O)NC2(CCCc3ccccc32)C1=O)c1ccc(F)cc1 (stereo not given) | i | 3 |
| CC(=O)NC(Cc1c[nH]c2ccccc12)C(=O)N1CCN(S(=O)(=O)c2ccccc2)CC1 (stereo not given) | i | -4 |
| CN(CC(=O)Nc1ccc(OC(F)F)cc1)S(=O)(=O)/C=C/c1ccccc1 | i | 0 |
| CN1CCN(c2ccccc2NC(=O)c2ccc(OCc3ccccc3)cc2)CC1 | i | 0 |
| CSc1ncccc1C(=O)OCCCC(=O)c1ccc(F)cc1 | i | -2 |
| CC(Oc1ccc(Cl)cc1)C(=O)N1CCN(C(=O)c2ccco2)CC1 (stereo not given) | i | -3 |
| O=C(CN1CCN(S(=O)(=O)c2ccc(F)c(Cl)c2)CC1)N1CCNC1=O | i | -7 |
| C[C@H](CO)N1C[C@H](C)[C@@H](CN(C)S(=O)(=O)c2ccccc2)Oc2ccc(NC(=O)NC3CCCCC3)cc2C1=O | i | -2 |
| O=C(CCC1CCCC1)NNC(=O)COc1ccc(Br)cc1 | i | -5 |
| CCOC(=O)c1ccc2c(c1)nc(SC(C)C(=O)NCC1CCCO1)n2CC (stereo not given) | i | -2 |
| CC1CCC(NC(=O)Cn2cnc3sccc3c2=O)CC1 (stereo not given) | i | 0 |
| O=C(C[C@H]1C/C=C\C[C@H](NC(=O)OCC2c3ccccc3-c3ccccc32)C(=O)O[C@@H](c2ccccc2)CNC1=O)NCCO | i | 0 |
| COc1ccc(C(CNC(=O)COc2ccc(F)cc2Cl)N2CCCCC2)cc1 (stereo not given) | i | 1 |
| COc1ccc(S(=O)(=O)N2CCN(CC(=O)Nc3sccc3C(N)=O)CC2)cc1OC | i | 1 |
| COc1ccc(C(=O)COC(=O)C2COc3ccccc3O2)cc1F (stereo not given) | i | -3 |
| COC(=O)[C@H](CC(C)C)NC(=O)Cn1cnc2c(SC)nc(N)nc21 | i | 0 |
| COc1ccc(C(=O)N(C)Cc2ccccc2F)cc1S(=O)(=O)N1CCCC1 | i | 5 |
| Cc1cccc(NC(=O)COC(=O)CCc2c[nH]c3ccccc23)c1C | i | 19 |
| CC(OC(=O)c1cccnc1Cl)C(=O)Nc1ccc2c(c1)OCO2 (stereo not given) | i | 0 |
| COCc1c(C(=O)Nc2ccc3nc(N4CCOCC4)sc3c2)oc2ccccc12 | i | 13 |
| COC(=O)c1cc(C(=O)NNC(=O)c2ccc3c(c2)OCO3)cc([N+](=O)[O-])c1 | i | -3 |
| COc1ccc(C)cc1N1CC(C(=O)Nc2ccccc2N2CCCCC2)CC1=O (stereo not given) | i | -4 |
| CCc1ccc(N2CC(C(=O)OCC(=O)Nc3ccc(C#N)cc3)CC2=O)cc1 (stereo not given) | i | -1 |
| COc1ccc(NC(=O)Cc2ccc(C)cc2)cc1S(=O)(=O)N1CCCCC1 | i | -4 |
| CCOc1ccc2nc(SCC(=O)NCC3CCCO3)sc2c1 (stereo not given) | i | -2 |
| CCN(CC)S(=O)(=O)c1cc(NC(=O)CCn2[nH]c(=O)ccc2=O)ccc1C | i | 2 |
| CCCN(CC1CC1)C(=O)COC(=O)c1ccc(C)cc1O | i | -2 |
| COc1ccc(C(=O)NC(=S)N2CCN(c3ccccc3O)CC2)cc1 | i | 1 |
| CCOC(=O)c1sc(NC(=O)CCN2C(=O)C3CCCCC3C2=O)cc1C (stereo not given) | i | 1 |
| CC(C)Nc1ccccc1 | i | -4 |
| Cc1cccc(C(=O)O)c1[N+](=O)[O-] | i | -3 |

Following part
| Structure | KCNK3 inh | GSK3A inh |
| --- | --- | --- |
| O=C(/C=C/c1cc(Br)ccc1F)OCC(=O)N1CCOCC1 | i | 1 |
| CCc1cc(C(=O)N2CCN(S(=O)(=O)c3cc(C)ccc3C)CC2)sc1C | i | -1 |
| CCC1Nc2ncnc(N3CCN(c4ccccn4)CC3)c2N(Cc2ccc(Br)cc2)C1=O (stereo not given) | i | -2 |
| O=C1C=C(c2ccc3cc[nH]c3c2)C[C@@H](c2ccc3c(c2)OCO3)C1 | i | 0 |
| COc1ccc(C(=O)C(C)OC(=O)c2nc3nccc(C)n3n2)cc1 (stereo not given) | i | -1 |
| Cc1ccc(OCC(=O)NC2CCCC(C)C2C)c([N+](=O)[O-])n1 (stereo not given) | i | -1 |
| CC(C)Cn1c(-c2cccc(S(=O)(=O)N3CCOCC3)c2)n[nH]c1=S | i | -5 |
| COc1ccc(NC(=O)COC(=O)Cc2c[nH]c3ccccc23)cc1Cl | i | 0 |
| COC(=O)CNC(=O)CN(c1ccc(OC)cc1OC)S(=O)(=O)c1ccccc1 | i | -3 |
| CCN(C[C@H]1N[C@@](C)(C(=O)OC)[C@H]2C(=O)N(C)C(=O)[C@@H]12)C(=O)c1ccc(C)cc1 | i | 0 |
| CC1CCCN(C(=O)CN2C(=O)c3ccccc3S2(=O)=O)C1 (stereo not given) | i | -1 |
| CN1CCC(N(C)C(=O)c2cc(S(=O)(=O)N3CCOCC3)ccc2Cl)CC1 | i | -2 |
